KDM5B inh = inhibitors of human KDM5B histone demethylase | Q9UGL1 | KDM5B demethylase, FDH-coupled NADH fluorescence (FDH is formaldehyde dehydrogenase) | Potency, µM (doses to about 57.7 µM), for inactives: top-dose activity change, negative = inhibition, most hits filed as inhibitors | actives 2.6% (n = 220,000) | AID 1347165; active = well fitted inhibition curve with a large enough effect; inconclusive = small, poorly fitted or top-dose-only effect; inactive = no such curve, though single readings can be large or run the other way; also: 0% is about no effect; nearly all actives have a fitted effect of over 70% in size
Target sequence (Q9UGL1 whole entry, looked up): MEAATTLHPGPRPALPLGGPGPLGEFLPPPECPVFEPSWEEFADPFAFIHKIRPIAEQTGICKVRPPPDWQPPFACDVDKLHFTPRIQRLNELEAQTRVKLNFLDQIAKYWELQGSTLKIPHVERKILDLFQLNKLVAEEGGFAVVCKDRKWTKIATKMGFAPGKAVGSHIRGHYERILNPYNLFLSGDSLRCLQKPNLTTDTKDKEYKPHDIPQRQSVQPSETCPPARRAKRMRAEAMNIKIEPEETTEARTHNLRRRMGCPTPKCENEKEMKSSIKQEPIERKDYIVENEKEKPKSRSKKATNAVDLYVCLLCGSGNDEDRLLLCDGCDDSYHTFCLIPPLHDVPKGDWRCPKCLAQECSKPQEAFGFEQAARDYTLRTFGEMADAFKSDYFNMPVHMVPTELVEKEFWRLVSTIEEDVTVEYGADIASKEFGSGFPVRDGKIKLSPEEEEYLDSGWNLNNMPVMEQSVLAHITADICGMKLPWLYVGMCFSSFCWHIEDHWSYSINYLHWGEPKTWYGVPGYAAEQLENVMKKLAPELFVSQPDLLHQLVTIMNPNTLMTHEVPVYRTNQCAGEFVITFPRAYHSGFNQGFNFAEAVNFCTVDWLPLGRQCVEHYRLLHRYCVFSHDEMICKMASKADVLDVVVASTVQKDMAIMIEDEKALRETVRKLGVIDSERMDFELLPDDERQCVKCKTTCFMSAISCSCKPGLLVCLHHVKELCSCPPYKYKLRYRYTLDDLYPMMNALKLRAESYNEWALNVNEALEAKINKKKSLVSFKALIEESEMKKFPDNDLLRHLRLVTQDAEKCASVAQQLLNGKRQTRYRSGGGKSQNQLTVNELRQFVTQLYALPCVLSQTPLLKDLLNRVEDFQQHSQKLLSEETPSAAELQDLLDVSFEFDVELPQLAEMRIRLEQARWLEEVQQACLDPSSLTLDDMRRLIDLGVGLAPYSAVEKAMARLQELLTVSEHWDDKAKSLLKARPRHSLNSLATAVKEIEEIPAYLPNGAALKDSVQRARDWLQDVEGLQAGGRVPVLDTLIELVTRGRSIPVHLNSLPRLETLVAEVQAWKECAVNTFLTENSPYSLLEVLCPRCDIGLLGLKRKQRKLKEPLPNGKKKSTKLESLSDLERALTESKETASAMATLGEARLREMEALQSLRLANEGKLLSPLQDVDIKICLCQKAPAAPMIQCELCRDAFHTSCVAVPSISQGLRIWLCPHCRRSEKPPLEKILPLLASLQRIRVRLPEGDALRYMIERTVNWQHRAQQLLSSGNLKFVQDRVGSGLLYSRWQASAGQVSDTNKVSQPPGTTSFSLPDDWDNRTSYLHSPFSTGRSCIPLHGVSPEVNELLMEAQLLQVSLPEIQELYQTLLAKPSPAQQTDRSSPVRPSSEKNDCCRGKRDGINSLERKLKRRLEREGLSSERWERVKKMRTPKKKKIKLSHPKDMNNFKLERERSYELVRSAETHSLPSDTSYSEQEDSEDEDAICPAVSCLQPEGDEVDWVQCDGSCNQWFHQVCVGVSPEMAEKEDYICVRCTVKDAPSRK
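Here, H3K4me3 peptide (12.5 µM in substrate mix) is demethylated by KDM5BΔAP, 200 nM final, after 10 min compound exposure. Formaldehyde product is coupled through FDH (0.25 U/mL in mix) to NADH fluorescence; 30-min ΔRFU feeds dose-response curves.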
The depositor's hits bear a star; u = inconclusive; [ ] = another dose, or the depositor's remark. Potency is read from the fitted curve at half-maximal effect. Not all compounds are listed; the hit share may differ from the screen's.

SMILES	KDM5B inh
O=C(O)c1ccc(C2Nc3ccccc3-c3nnc(SCc4ccc(Cl)cc4)nc3O2)cc1 (configuration not stated)	-21.5%
COc1ccc(C(=O)c2cc3ccccc3o2)cc1OC	4.8%
O=C1N2CCCC2CN1C1CCN(Cc2ccc(C(F)(F)F)cc2)CC1 (configuration not stated)	-3.3%
CCCCCCCCOc1ccc(C(CC(=O)c2ccccc2)CC(=O)c2ccccc2)cc1	6.0%
O=C(c1nc2ccccc2[nH]1)N1CCc2c(n(Cc3cccnc3)n(-c3ccccc3)c2=O)C1	-3.5%
CC1CCCN(C(=O)c2cc(-c3ccco3)nc3ccccc23)C1 (configuration not stated)	u
CCOc1cc(CNCc2ccco2)ccc1OC	-11.7%
CCC(=O)N1CCc2cc(CNC(=O)Cc3ccc(F)cc3)ccc21	-11.7%
CC1COc2ccccc2N1C(=O)c1ccc(Cl)cc1 (configuration not stated)	23.4%
Cc1cccc(Nc2ncnc3sccc23)c1C	3.8%
COc1ccc(Cl)cc1S(=O)(=O)N1CCCC(Cn2cnc3cccnc32)C1 (configuration not stated)	-15.2%
CCOc1ccc(CNC(=O)c2ccc(NC(=O)c3nnc(C)s3)cc2)cc1	-9.5%
Cc1cccc(-c2noc(CCC(=O)Nc3ccc(C(N)=O)cc3)n2)c1	30.3%
O=C(CN1CCN(C(=O)c2ccccc2-c2ncc(-c3ccccc3)o2)CC1)N1CCCC1	u
CCOC(=O)Cc1ccc(NC(=O)N(C(C)C)C2CCN(C(C)=O)CC2)cc1	10.3%
C=C=Cn1c(C2CC(=O)N(c3ccc(C)c(C)c3)C2)nc2ccccc21 (configuration not stated)	-1.1%
CC(C)(C)CN1CCOC[C@H]1c1ncc(-c2ccccc2)[nH]1	25.4%[86.2 µM]
CCN(CC)C(=S)Nc1c(C)cccc1C	9.5%
CCN(CC)CCCNC(=O)C1CCN(S(C)(=O)=O)CC1	-13.0%
CCC(CC)NC(=O)[C@@H]1COCC(=O)N1Cc1ccc(OC)cc1OC	17.0%
CCC1(O)CCC12CCN(C(=O)c1cccnc1)CC2 (configuration not stated)	-6.2%
O=C(NC1CCCCCC1)C1c2ccccc2C(=O)N1Cc1ccc(F)cc1 (configuration not stated)	-7.1%
O=C(NCc1ccc2c(c1)CCN2C(=O)c1ccc(F)cc1)c1ccc(Br)o1	-9.4%
O=C(Nc1ccc(Cl)cc1Cl)c1c[nH]c2cccnc12	22.1%[149 µM]
COc1ccc(NC(=O)c2ccc3c(c2)NC(C)(COc2ccccc2)CO3)cc1OC (configuration not stated)	31.6µM*

A draw from above in order of SMILES length, largest number first:
SMILES	KDM5B inh
CCCCCCCCOc1ccc(C(CC(=O)c2ccccc2)CC(=O)c2ccccc2)cc1	6.0%
CCOC(=O)Cc1ccc(NC(=O)N(C(C)C)C2CCN(C(C)=O)CC2)cc1	10.3%
CCN(CC)CCCNC(=O)C1CCN(S(C)(=O)=O)CC1	-13.0%

Carrying on:
SMILES	KDM5B inh
CCCN(CCC)Cc1c(C)[nH]c2ccc(Br)cc2c1=O	21.8%
Cc1nc(SC(C)C(=O)Nc2ccccc2C)cc(-c2ccccc2)n1 (configuration not stated)	1.7%
Cc1ccc(C(=O)NC(C)CCc2ccccc2)cc1S(=O)(=O)N1CCOCC1 (configuration not stated)	-8.9%
CC1Cc2ccccc2N1S(=O)(=O)c1cccc(C(=O)Nc2cccnc2)c1 (configuration not stated)	-11.0%
CCCCCCCCS(=O)(=O)CCCCCl	-18.6%
N#CC1=C(N)OC2=C(C(=O)CC(c3ccccc3)C2)C1c1ccc(F)cc1 (configuration not stated)	-11.6%
N#Cc1cccc(C(=O)NC2CCN(c3cc(-c4ccc(Cl)cc4)[nH]n3)C2)c1 (configuration not stated)	u
COc1ccc(-c2c(C)oc3cc(OCC(=O)c4ccccc4)ccc3c2=O)cc1	4.5%
CC(CCc1ccccc1)NC(=O)Cn1ccn2nc3c(c2c1=O)CCCC3 (configuration not stated)	20µM*
O=C(Nc1ccc(Br)cc1F)c1cc2nc(-c3ccco3)cc(C(F)(F)Cl)n2n1	u
COc1cccc(CNC(=O)CN2CCCN(Cc3ccccc3)S2(=O)=O)c1	3.5%
O=C(C1CC1)N1CCOC[C@H](Oc2ccccc2)C1	24.4%[115 µM]
Cc1ccc(C(=O)NCc2nnc3ccc(-c4ccc(Cl)cc4)nn23)s1	15.8µM*
COc1ccc(OC)c(CCNC(=O)CCCn2c(=O)c3cccn3c3ccc(F)cc32)c1	-7.0%
Cc1c(Cc2ccccc2)c(=O)oc2c(C)c(OS(C)(=O)=O)ccc12	-24.1%
O=C(NCCc1nc2ccccc2[nH]1)c1cccc(N2CCCN(Cc3ccccc3F)C2=O)c1	-0.3%
Cc1noc([C@@H]2CC(F)(F)CN2C(=O)c2coc(C)n2)n1	4.9%
Cc1cc(C(=O)N2C[C@@H](CO)[C@H](N(C)C)C2)no1	27.6%
Cc1noc(C)c1[S+](=O)([O-])N1CCn2c(nn(-c3ccc(C(F)(F)F)cc3)c2=O)C1	7.6%
Cc1ccc(-c2nnc(Nc3ccccc3)c3ccccc23)cc1S(=O)(=O)NC(C)(C)CO	u
Cc1cccc(-c2ccc3c(c2)C(=O)N2CC[C@H](NC(=O)c4cnccn4)C[C@H]2C(=O)N3)c1C	-29.0%
COc1cc(OC)cc(-c2cc3nc4c(c(N5CCN(c6cnccn6)CC5)n3n2)CCCC4)c1	u
Cc1ccc(OCC(=O)Nc2nnc(S(=O)(=O)N3CCc4ccccc43)s2)cc1	2.9%
Cc1ccc2oc(-c3ccc(C)c(NC(=O)/C=C/c4ccc(Cl)cc4)c3)nc2c1	u
O=C(NCc1cccc(Cl)c1)c1cnc(N2CCCCC2)c2ccccc12	u
(list continues)
SMILES	KDM5B inh
COc1ccc(CN(CC(=O)NCc2ccc(F)cc2)C(=O)CCC(=O)Nc2ccccn2)cc1	20.0%
Cc1cc(Nc2cccc(C)c2C)c2ccc(C)c(C)c2n1	-16.0%
COc1ccc(OC)c2c1cc(C(=O)NCC(=O)N1CCN(Cc3ccccc3)CC1)n2C	-10.3%
CC(C)NC(=O)C(c1ccc(F)cc1)N(C(=O)CCC(=O)Nc1ccccn1)c1ccccc1F (configuration not stated)	26.8%
C[C@H](O)C(=O)N1CCc2ccc(S(=O)(=O)NCCOc3ccccc3)cc2C1	-5.4%
C/C(=N/NC(=O)C1CC1)c1ccc(Cl)c(Cl)c1Cl	21.5%
COC(=O)c1cc(OC(=O)c2cc3ccccc3o2)cc(C(=O)OC)c1	-3.6%
COc1cccc(CN2CCCCCCNC(=O)[C@@H]3CCC[C@@H]32)c1	u
CN(C)S(=O)(=O)c1cccc(N=C2SCCN2Cc2ccccc2)c1	5.7%
Cc1ccc(C)c(C(=O)CN2C(=O)NC3(CCCCCCC3)C2=O)c1	-8.2%
O=C(NCCC1CCN(C(=O)Nc2ccc(F)cc2)CC1)c1ccccc1F	13.8%
CCCN(Cc1ccccc1)C(=O)c1cc2ccccc2oc1=O	3.9%
CCCCC1C(=O)N(C)CCN1c1nc2c(s1)c(C)nn2C (configuration not stated)	-22.2%
Cn1nc(C(=O)N2C[C@@H](Oc3cccnc3)C[C@H]2C(=O)N2CCOCC2)c2ccccc21	-24.1%
Cn1c(=O)c2c(nc(CN3CCN(Cc4ccccc4)CC3)n2Cc2ccc(F)cc2)n(C)c1=O	7.8%
Cc1cc2cc(-c3c(C)noc3C)nc(Nc3ccn(C)n3)c2o1	-1.9%[86.2 µM]
COc1ccccc1NC(c1ccc(Cl)cc1)c1nnc(-c2cccc(F)c2)o1 (configuration not stated)	19.1%
CN(C)C(=O)CN1CCCC1c1ccc2c(c1)OCCO2 (configuration not stated)	5.4%
O=C(C1CC(=O)N(C2CCCC2)C1)N1CCN(c2ccc(Cl)cn2)CC1 (configuration not stated)	31.6µM*
CCOc1ccc(C(=O)OCC(=O)NCC(F)(F)F)cc1	-9.0%
O=C(NCCOc1ccccc1)c1cc(COc2ccccc2)[nH]n1	14.6%
CC[C@H]1CN(C(=O)Nc2cccc(C(F)(F)F)c2)CC[C@H]1CC(=O)N1CCOCC1	-7.7%[86.2 µM]
CC1=C2C(=O)CC(c3ccc(Cl)cc3)CC2=Nc2ccccc2N1 (configuration not stated)	-6.7%
O=C(NNC(=S)Nc1ccccc1)c1ccccc1Br	u
Cc1ccc(CNc2ncnc3c2nnn3C)cc1	-18.4%
Remaining list, next part:
SMILES	KDM5B inh
O=C(c1ccccc1-c1ncc[nH]1)N1CC[C@@H](c2ccc3c(c2)OCO3)[C@H](O)C1	-20.0%
O=C(O)c1cccc(C2CCCN(C(=O)c3ccccc3-n3cccn3)C2)c1 (configuration not stated)	-10.8%
O=C(CSc1c2c(nc3ccc(Cl)cc13)CCCC2)Nc1nc2ccccc2s1	8.9%
Nc1nc2c(c(=O)[nH]1)CCN(C(=O)CC(c1ccccc1)c1ccco1)C2 (configuration not stated)	17.8µM*
CN(C(=O)Nc1ccc(Cl)cc1)C1CCc2ccccc21 (configuration not stated)	-9.6%[86.2 µM]
COCCOC1CN(C2CCN(C(=O)c3ccc(OC)cc3)CC2)C12CCCCC2 (configuration not stated)	-15.6%
Cc1ccc(N2C(=O)NC(NS(=O)(=O)c3ccc(Cl)cc3)(C(F)(F)F)C2=O)cc1C (configuration not stated)	u
Cc1noc([C@H]2CCN(S(C)(=O)=O)C[C@H]2NC(=O)C2CC2)n1	-2.6%
CC(C)c1nc2c(c(-c3ccc(O)cc3)n1)CN(Cc1ccsc1)CC2	u
O=C(NCc1ccccn1)c1ccc(OC2CCN(Cc3ccccc3O)CC2)cc1	30.9%
O=C(NCCc1ccccn1)c1cccnc1OC1CCNCC1	28.2µM*
COc1ccc(C(=O)N2CCC(c3n[nH]c(=O)n3-c3ccccc3)CC2)cc1	18.3%
COc1ccccc1CNC(=O)c1c(C)oc2ccn(Cc3cccc(F)c3)c(=O)c12	u
Fc1ccc(-c2[nH]ncc2CNCc2cccs2)cc1	-8.3%
COCCn1c(SCC(=O)Nc2ccc(C)cc2Br)nc2ccsc2c1=O	-9.7%
COc1ccc(C(=O)/C=C/c2ccc(C#N)cc2)cc1F	-10.1%
Cc1ccc(C(=O)c2cn(Cc3ccccc3)c3nc(C)ccc3c2=O)cc1	-20.0%
Cc1cc(C)c(S(=O)(=O)NCc2cccs2)cc1C	-0.4%
COc1ccccc1Oc1ncccc1CNC(=O)Nc1cccc(C#N)c1	12.6%
CCN(CC)S(=O)(=O)c1cc(NS(=O)(=O)c2ccc3ccccc3c2)ccc1C	-6.6%
CCCN1C(=O)Cc2cc(C(=O)NCc3ccc(Cl)cc3)ccc21	-17.4%
O=C1Nc2ccccc2OCC12CCN(Cc1cccs1)CC2	-17.7%[86.2 µM]
Cn1cc(CC(=O)N2CCCc3ncc(C(=O)NCCOc4ccccc4)cc32)c2ccccc21	-22.5%
CCOc1ccc(NC(=O)CSC2=Nc3ccccc3C3=NC(CC(=O)NCc4cccs4)C(=O)N23)cc1 (configuration not stated)	u
COc1cccc(S(=O)(=O)NCc2ccc(C(=O)N3CCN(c4ccccc4)CC3)cc2)c1	-4.3%
Further entries
SMILES	KDM5B inh
O=C(c1ccc(C(F)(F)F)cc1)N1CCCC2(C1)C(=NC1CCCCC1)NC(=O)N2c1cc(F)cc(F)c1 (configuration not stated)	34.1%[activator][115 µM]
OCc1ccc(CN2C[C@H](O)C[C@H]2c2nc(-c3ccccc3)no2)o1	u
COc1ccc(NC(=O)CCCS(=O)(=O)c2nc(-c3ccccc3OC)cc(C(F)(F)F)n2)c(OC)c1	-55.2%
O=[S+]1([O-])NCC2(CCN(Cc3cccnc3)CC2)Nc2ccccc21	-21.1%
COC(=O)c1scc(-c2ccc(C)cc2)c1S(=O)(=O)N1CCN(c2cccc(Cl)c2)CC1	-23.0%
CCOc1ccccc1NC(=O)Cn1c(=O)n(-c2ccccc2)c(=O)c2c1c1cc(C)ccc1n2C	-19.4%
COc1cccc(CNC(=O)CCc2nc(-c3ccc(C)cc3)no2)c1	1.8%
COc1ccc(-c2[nH]c(-c3ccccc3)nc2SCC(=O)NC2CCCC2)cc1	15.3%
O=C(N[C@@H]1COCC[C@@H]1OCC1CC1)c1ccc2c(c1)CCCO2	-7.9%
CCOC(=O)CC(N)c1cc(OC)cc(OC)c1 (configuration not stated)	-28.8%
COCc1nc(C2CCCN(C(=O)c3ccncc3)C2)no1 (configuration not stated)	-19.7%
O=C(Cn1ccn(-c2cccc(Cl)c2)c(=O)c1=O)c1ccc(F)cc1	u
CCCN(CCC)S(=O)(=O)N1CC=C(c2c(OC)cc(OC)cc2OC)CC1	-1.1%
Cc1ccc2nc(NCc3ccccc3Cl)c3nnnn3c2c1	14.2%
O=C(O)c1nnn(-c2ccc([N+](=O)[O-])cc2)c1-c1ccccc1	-10.5%

In the list so far, these have an NH in an aromatic ring.
SMILES	KDM5B inh
O=C(c1nc2ccccc2[nH]1)N1CCc2c(n(Cc3cccnc3)n(-c3ccccc3)c2=O)C1	-3.5%
CC(C)(C)CN1CCOC[C@H]1c1ncc(-c2ccccc2)[nH]1	25.4%[86.2 µM]
O=C(Nc1ccc(Cl)cc1Cl)c1c[nH]c2cccnc12	22.1%[149 µM]
CCCN(CCC)Cc1c(C)[nH]c2ccc(Br)cc2c1=O	21.8%
N#Cc1cccc(C(=O)NC2CCN(c3cc(-c4ccc(Cl)cc4)[nH]n3)C2)c1 (configuration not stated)	u
O=C(NCCc1nc2ccccc2[nH]1)c1cccc(N2CCCN(Cc3ccccc3F)C2=O)c1	-0.3%
O=C(NCCOc1ccccc1)c1cc(COc2ccccc2)[nH]n1	14.6%
O=C(c1ccccc1-c1ncc[nH]1)N1CC[C@@H](c2ccc3c(c2)OCO3)[C@H](O)C1	-20.0%
Nc1nc2c(c(=O)[nH]1)CCN(C(=O)CC(c1ccccc1)c1ccco1)C2 (configuration not stated)	17.8µM*
COc1ccc(C(=O)N2CCC(c3n[nH]c(=O)n3-c3ccccc3)CC2)cc1	18.3%
Fc1ccc(-c2[nH]ncc2CNCc2cccs2)cc1	-8.3%
COc1ccc(-c2[nH]c(-c3ccccc3)nc2SCC(=O)NC2CCCC2)cc1	15.3%
